High-throughput results: PubChem, several laboratories
PGE2 EP2 inh = EP2 receptor (human) inhibition; 260,000 compounds, 0.52% hits; C6 glioma cells expressing human EP2, cAMP TR-FRET; cells stimulated with saturating PGE2; inhibition, % at 25 µM;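 active = percent inhibition above 40 after rounding to a whole number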;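 note: rat C6 glioma host cells with rolipram phosphodiesterase inhibitor present; the protocol text gives 20 µM as final concentration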
Target sequence (P43116 whole entry, looked up): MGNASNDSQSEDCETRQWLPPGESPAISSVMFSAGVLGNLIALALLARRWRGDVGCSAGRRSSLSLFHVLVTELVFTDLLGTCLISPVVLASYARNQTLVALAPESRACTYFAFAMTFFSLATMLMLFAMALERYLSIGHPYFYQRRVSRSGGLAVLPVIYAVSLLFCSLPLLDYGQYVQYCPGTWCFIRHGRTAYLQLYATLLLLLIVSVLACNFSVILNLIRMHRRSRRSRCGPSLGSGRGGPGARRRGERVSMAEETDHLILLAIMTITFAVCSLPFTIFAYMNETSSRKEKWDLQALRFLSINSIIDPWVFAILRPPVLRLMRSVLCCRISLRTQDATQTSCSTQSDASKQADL
Hck-Nef inh = human Hck-Nef kinase inhibition; P08631; inhibition, % at 20 µM; Recombinant Hck-YEEI plus Nef, Z-Lyte FRET kinase assay; 220,000 compounds, 0.68% hits;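 active = Hck-Nef kinase inhibition above about 50%, limit read from the data; inactive = inhibition below that limit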;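 note: 0% = DMSO with Hck plus Nef and 100% = Hck alone without Nef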
Target sequence (P08631 whole entry, looked up): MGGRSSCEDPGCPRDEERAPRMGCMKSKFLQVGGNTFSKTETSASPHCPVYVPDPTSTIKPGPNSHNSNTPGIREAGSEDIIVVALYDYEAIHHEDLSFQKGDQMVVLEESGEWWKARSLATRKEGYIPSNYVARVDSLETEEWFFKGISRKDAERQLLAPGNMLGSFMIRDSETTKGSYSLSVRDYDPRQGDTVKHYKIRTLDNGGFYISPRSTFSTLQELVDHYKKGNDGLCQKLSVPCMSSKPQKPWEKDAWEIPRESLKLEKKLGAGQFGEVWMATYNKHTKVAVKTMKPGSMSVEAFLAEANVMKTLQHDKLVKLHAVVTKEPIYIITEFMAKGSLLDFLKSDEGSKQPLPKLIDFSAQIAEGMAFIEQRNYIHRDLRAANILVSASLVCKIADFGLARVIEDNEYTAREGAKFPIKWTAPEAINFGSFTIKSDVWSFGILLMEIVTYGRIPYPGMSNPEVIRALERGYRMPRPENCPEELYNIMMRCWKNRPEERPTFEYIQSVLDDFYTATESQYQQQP
TNF necrop inh = inhibitors of TNF-alpha induced necroptosis in Jurkat FADD-/- cells; Jurkat FADD-/- TNF necroptosis rescue, ATP luminescence, 24 h; 0 = TNF only, 100 = no-TNF cells; activation (protection from cell death), % at 10 µM; 220,000 compounds, 0.068% hits;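 active = activation, meaning protection from cell death, of at least 50% relative to plate controls; inactive = activation below 50%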;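 note: necroptosis triggered by 40 ng/mL TNF-alpha added together with compound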
L929 necroptosis = L929 zVAD cell death inhibition; viability rescue, % at 10 µM; AID 1377; L929 zVAD necroptosis rescue, ATP luminescence, 24 h; with zVAD 60 µM; 220,000 compounds, 0.38% hits;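 active = activation, scaled between plate controls, above about 75%, limit read from the data; inactive = activation under that limit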;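 note: 0% = zVAD with DMSO and 100% = DMSO alone without zVAD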
PERK inh = human PERK inhibition, primary cell-based screen; Q9NZJ5; CHO PERK-DD fusion, SEAP luminescence translation reporter; inhibition, % at 5.6 µM; 220,000 compounds, 0.17% hits; AID 1416;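 active = inhibition above the mean inhibition of all tested compounds plus 3 SD, set separately per screening campaign, cut at about 2.9% in these data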;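 note: PERK kinase domain activated by AP20187 dimerizer at 100 nM; 0% = DMSO with dimerizer and 100% = rapamycin at 8.4 µM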
RBBP9 inhibitor = human RBBP9 hydrolase inhibition; 220,000 compounds, 0.2% hits; AID 1515; recombinant RBBP9, FP-Rh probe fluorescence polarization; inhibition, % at 7.94 µM;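 active = inhibition above the campaign mean of all tested compounds plus 3 SD, cut at about 14% in these data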;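 note: plate controls were DMSO wells with RBBP9 for no effect and wells lacking RBBP9 protein for full effect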
Target sequence (O75884 whole entry, looked up): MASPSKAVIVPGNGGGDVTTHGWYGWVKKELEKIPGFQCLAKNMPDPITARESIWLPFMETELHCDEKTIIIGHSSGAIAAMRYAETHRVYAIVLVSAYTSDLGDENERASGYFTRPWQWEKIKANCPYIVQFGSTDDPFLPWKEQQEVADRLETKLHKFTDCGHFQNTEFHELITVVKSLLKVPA
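Test system – recombinant human RBBP9 · Input – RBBP9 2.5 µM in dispensing solution, pre-mixing · Medium – Tris buffer pH 8.0, NaCl, Pluronic · Schedule – preincubation 30 min plus labeling 45 min at 25 °C · Measured by – fluorescence polarization · Measure – % inhibition · Controls – DMSO and no-protein wells · Replicates – one well per compound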
EP2 mod = modulates human prostaglandin E2 receptor EP2 signaling. P43116. EP2-expressing cells, cAMP HTRF FRET, PGE2 co-stimulation. induction, % at 25 µM. 260,000 compounds, 0.83% hits;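 active = compounds whose cAMP rise, as percent of the full-agonist control response, exceeds 60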;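 note: rat C6 glioma line stably carrying human EP2 under a CMV promoter; the protocol text gives 20 µM as final concentration; 100% = response of wells given 1 µM PGE2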
Runt-SMMHC FRET = Runt domain-CBFb-SMMHC interaction inhibition | Cerulean-Runt/Venus-CBFb-SMMHC FRET ratio 530/480, 1 h | inhibition, % at 20 µM | 220,000 compounds, 0.74% hits | AID 1434;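 active = mean inhibition across duplicate retests at 20 µM reaching about 50%, limit read from the data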;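 note: 0% = DMSO wells and 100% = wells with excess untagged CBFb-SMMHC; inhibitors lower the FRET ratio by blocking Runt binding to CBFb-SMMHC; some results filed as inactive read as strong as hits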
Runt-CBFb FRET = inhibitors of human RUNX1 Runt domain binding to CBFb; 220,000 compounds, 0.46% hits; Q01196+Q13951; Cerulean-Runt/Venus-CBFb FRET ratio 530/480, 1 h; inhibition, % at 20 µM; AID 1496;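 active = inhibition over about 50% at 20 µM in the single-dose screen, limit read from the data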;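 note: 0% = DMSO wells and 100% = excess unlabeled CBFb competitor control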
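Doses: 20 µM compound in 1% DMSO | Material: Cerulean-labeled Runt domain protein | Amount: Each fluorescent fusion protein 100 nM | Schedule: Two 1 h room-temperature incubations shielded from light | Measured by: FRET fluorescence | Evaluation: Loss of energy transfer signal | Controls: Unlabeled CBFb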
* hit, by the source's call; . = not tested or not shown.

1	O=C1c2ccccc2-c2onc3ccc(NCCCn4ccnc4)c1c23
2	CC1Nc2nc(N(C)C)[nH]c(=O)c2NC1C (stereo not given)
3	COC(=O)c1ccc(CO/N=C2\CCCc3nonc32)cc1
4	O=C1c2ccsc2SCCN1Cc1ccc(Cl)cc1Cl
5	CCn1c(CCNC(=O)c2cccs2)nnc1SCC(=O)Nc1nc(-c2ccccc2)cs1
6	CCOC(=O)c1c(C)oc2c1c(C(c1cccnc1)N1CCOCC1)c(O)c1ccccc12 (stereo not given)
7	Cc1ccc(Cl)cc1NC(=O)C(=O)N1CCCCC1
8	CCn1cc(C(=O)N2CCN(C3CCCCC3)CC2)c2cc(OC)c(OC)cc2c1=O

compound no.	1	2	3	4	5	6	7	8
PGE2 EP2 inh	23.5	14.8	9.5	5.5	8.7	12.7	2.3	11.9
Hck-Nef inh	34.1	7.1	21.5	0.0	1.8	20.0	22.0	-8.5
TNF necrop inh	-10.0	1.4	1.9	5.7	-0.9	-2.2	1.6	1.6
L929 necroptosis	-0.6	0.5	0.3	0.2	0.5	2.4	1.5	-2.1
PERK inh	-1.6	1.3	0.6	-0.1	-0.9	0.5	0.5	-1.1
RBBP9 inhibitor	1.8	-0.3	-1.3	-8.4	-5.6	-6.6	-2.6	-10.5
EP2 mod	-96.0	18.2	-2.0	39.1	-41.2	22.0	15.0	0.1
Runt-SMMHC FRET	-184.4	24.5	11.3	-3.0	8.2	7.5	-2.0	-0.3
Runt-CBFb FRET	-192.9	7.0	0.2	-0.7	-4.5	6.4	1.1	0.3

An excerpt of these results, with bars between the fields:
No. | Compound | PGE2 EP2 inh | Hck-Nef inh | TNF necrop inh | L929 necroptosis | PERK inh | RBBP9 inhibitor | EP2 mod | Runt-SMMHC FRET | Runt-CBFb FRET
3 | COC(=O)c1ccc(CO/N=C2\CCCc3nonc32)cc1 | 9.5 | 21.5 | 1.9 | 0.3 | 0.6 | -1.3 | -2.0 | 11.3 | 0.2
6 | CCOC(=O)c1c(C)oc2c1c(C(c1cccnc1)N1CCOCC1)c(O)c1ccccc12 (stereo not given) | 12.7 | 20.0 | -2.2 | 2.4 | 0.5 | -6.6 | 22.0 | 7.5 | 6.4

Next part.
9	COc1cc(/C=C/C(=O)O)ccc1S(=O)(=O)N1CCCc2ccccc21
10	Cc1ccc2c(c1)C=CC(C)N2C(=O)c1ccccc1 (stereo not given)
11	COc1ccc(F)cc1S(=O)(=O)n1nnc2ccccc21
12	Cc1ccc(CN2CCN(Cc3ccc(OC(C)C)cc3)CC2CCO)o1 (stereo not given)
13	COc1ccc2c(c1)O/C(=C\c1ccco1)C2=O
14	NNS(=O)(=O)c1ccc(Cc2ncc(C(F)(F)F)cc2Cl)s1
15	COC(=O)c1sc2nc[nH]c(=O)c2c1C
16	O=C(NC(NC(=S)Nc1c(Cl)cccc1Cl)C(Cl)(Cl)Cl)c1cccc([N+](=O)[O-])c1 (stereo not given)

compound no.	9	10	11	12	13	14	15	16
PGE2 EP2 inh	9.0	6.5	2.3	9.6	4.8	6.6	.	4.4
Hck-Nef inh	8.1	1.3	16.1	15.7	26.9	-16.5	2.0	0.9
TNF necrop inh	0.5	-1.8	1.8	0.9	0.7	-0.8	-0.6	0.5
L929 necroptosis	0.9	-0.2	-1.3	-0.2	0.5	1.2	-0.1	0.5
PERK inh	0.0	0.8	0.2	-0.9	0.8	0.6	-0.3	0.2
RBBP9 inhibitor	-8.3	-7.8	5.9	-6.8	3.3	-11.4	-8.6	-1.5
EP2 mod	5.4	64.1*	20.6	-0.2	-21.7	22.1	9.4	-20.5
Runt-SMMHC FRET	1.5	3.3	.	1.6	61.2*	-1.8	-0.9	2.7
Runt-CBFb FRET	-0.4	-0.7	.	-0.1	13.6	6.8	-2.4	2.1

17	CS(=O)(=O)Nc1nnc(SCC(=O)Nc2cccc([N+](=O)[O-])c2)s1
18	COc1ccc(-c2cc(C(F)(F)F)n3nc(C(=O)N4CCOCC4)nc3n2)cc1
19	CC(C)(C)CC(C)(C)N=C1NS(=O)(=O)c2cc([N+](=O)[O-])ccc21
20	CCOc1cccc(C(=O)N2CCCCC2c2cccnc2)c1 (stereo not given)
21	CCOC(=O)Nc1cc(C)c(Cl)cc1OC
22	CC(=O)C1C(=O)CC(c2ccc(Cl)cc2)CC1=O (stereo not given)
23	CC(=O)N(c1ccc(C)cc1)c1nc(C)cc(C)c1C#N
24	Cc1cc(Oc2cc(N)cc([N+](=O)[O-])c2)ccc1Cl

compound no.	17	18	19	20	21	22	23	24
PGE2 EP2 inh	6.1	8.2	2.4	4.4	16.2	3.8	0.8	15.6
Hck-Nef inh	3.3	0.8	6.1	-0.8	-0.5	5.8	10.5	14.7
TNF necrop inh	1.2	0.2	1.2	-1.9	-4.5	-0.9	0.8	1.7
L929 necroptosis	0.2	-0.2	2.3	-0.2	0.7	-0.2	0.7	1.0
PERK inh	1.3	0.1	0.0	0.2	0.1	-0.1	1.0	1.3
RBBP9 inhibitor	-8.0	-1.2	-7.1	-5.2	-3.3	-9.5	3.5	-7.7
EP2 mod	6.4	22.7	-23.6	14.6	-1.2	-3.6	-26.1	-11.0
Runt-SMMHC FRET	1.3	4.8	1.3	2.3	-2.2	-3.2	-6.6	-5.0
Runt-CBFb FRET	-2.1	0.3	1.7	2.0	-0.1	-0.9	2.4	-2.0

25	CCC(=O)N(c1ccc(C(=O)O)cc1)c1nc(-c2ccc(OC)cc2)c(C)s1
26	CCc1ccc(C(=O)NCc2cccs2)s1
27	O=C(Nc1cnn(Cc2ccc(Cl)cc2Cl)c1)c1noc2c1CCCC2
28	CO/N=C(\c1nonc1N)N1CCN(c2ccc([N+](=O)[O-])cc2Cl)CC1
29	CCCC(C)NC(=O)CSCc1ccc(OC)cc1 (stereo not given)
30	C/C(CC1CC(COCCC(C)C)OC1=O)=N\NC(N)=S (stereo not given)
31	CC(NC(=O)COc1cccc(Br)c1)C(=O)O (stereo not given)
32	CC(OCC(O)CN(C)CCOc1ccccc1)c1ccc(Cl)cc1 (stereo not given)

compound no.	25	26	27	28	29	30	31	32
PGE2 EP2 inh	-0.5	4.0	7.8	8.7	3.4	3.7	.	8.6
Hck-Nef inh	29.6	1.1	-2.4	1.0	6.3	0.7	0.7	-0.4
TNF necrop inh	2.1	9.2	1.7	-5.9	0.1	-5.8	0.9	-2.2
L929 necroptosis	39.9	2.1	17.2	-0.2	0.2	0.2	-0.2	-0.5
PERK inh	0.5	0.9	-0.8	0.2	0.5	1.9	0.4	-1.4
RBBP9 inhibitor	-6.3	-6.3	-10.7	-0.8	-6.9	0.0	-1.2	-1.3
EP2 mod	12.9	12.4	15.3	6.7	13.7	14.2	0.7	-12.1
Runt-SMMHC FRET	2.5	-2.0	0.4	-2.3	0.3	1.3	-2.6	-1.8
Runt-CBFb FRET	-1.1	0.4	-4.6	-0.4	-1.7	0.7	-0.2	-2.9

Quoted from the listing:
Value for C/C(CC1CC(COCCC(C)C)OC1=O)=N\NC(N)=S (stereo not given) in TNF necrop inh: -5.8
Value for CCC(=O)N(c1ccc(C(=O)O)cc1)c1nc(-c2ccc(OC)cc2)c(C)s1 in Runt-CBFb FRET: -1.1

(further entries)
33	N/C(=N\c1nc2ccccc2o1)NC(=O)c1cccc(Cl)c1
34	COc1cccc(-c2c(C#N)c(SC)nc3cc(C)nn23)c1
35	COCCCNC(=O)c1cc2c(=O)n3cccc(C)c3nc2n(C(C)C)c1=N
36	Cc1ccnc(N2CCC(C(=O)NNC(=O)c3ccncc3)CC2)n1
37	COc1ccc(CCCC(=O)N/N=C\c2cccs2)cc1
38	CCN1CCN(CCOCCOc2ccccc2-c2ccccc2)CC1
39	Cc1cnc(C(=O)OCc2ccc(COC(=O)c3cnc(C)cn3)cc2)cn1
40	Cc1ccc(/C=C(/C#N)C(=O)NC(C)c2ccccc2)o1 (stereo not given)

compound no.	33	34	35	36	37	38	39	40
PGE2 EP2 inh	12.3	5.2	17.5	7.2	6.4	4.6	8.1	9.5
Hck-Nef inh	16.9	4.9	166.9*	17.6	30.6	12.0	-19.5	0.2
TNF necrop inh	1.0	-0.2	0.1	-0.3	0.0	3.1	-0.5	1.8
L929 necroptosis	1.0	-0.9	0.3	11.5	6.1	-0.7	-0.2	-0.5
PERK inh	1.3	0.1	-0.2	0.1	0.1	-1.4	0.6	-0.1
RBBP9 inhibitor	-1.6	-12.0	-6.5	-7.9	-4.3	-4.1	-3.8	-1.4
EP2 mod	-15.4	7.9	-11.7	8.3	-101.8	-11.7	10.6	-17.3
Runt-SMMHC FRET	2.9	-3.8	57.4*	-3.5	2.3	1.0	-0.8	-7.1
Runt-CBFb FRET	1.9	0.3	17.9	0.6	-0.6	-0.9	-0.1	-0.1

Nos. 21 through 23 of the list above:
21	CCOC(=O)Nc1cc(C)c(Cl)cc1OC
22	CC(=O)C1C(=O)CC(c2ccc(Cl)cc2)CC1=O (stereo not given)
23	CC(=O)N(c1ccc(C)cc1)c1nc(C)cc(C)c1C#N

compound no.	21	22	23
PGE2 EP2 inh	16.2	3.8	0.8
Hck-Nef inh	-0.5	5.8	10.5
TNF necrop inh	-4.5	-0.9	0.8
L929 necroptosis	0.7	-0.2	0.7
PERK inh	0.1	-0.1	1.0
RBBP9 inhibitor	-3.3	-9.5	3.5
EP2 mod	-1.2	-3.6	-26.1
Runt-SMMHC FRET	-2.2	-3.2	-6.6
Runt-CBFb FRET	-0.1	-0.9	2.4

Going on with the list.
41	O=C(NCCSCc1ccc(Cl)cc1Cl)c1ccc(CN2CCOCC2)cc1
42	O=C(Nc1ccc(Cl)cc1Cl)NC1CCN(S(=O)(=O)c2ccc(F)cc2)CC1
43	CCC(=O)N(Cc1cc(=O)[nH]c2ccccc12)C1CCCCC1
44	Cc1sc2nc(-c3ccncc3)[nH]c(=O)c2c1-c1ccccc1
45	CCn1nnc(-c2ccccc2NS(=O)(=O)c2ccc(C(=O)OC)cc2)n1
46	O=C(NNC(=O)c1cnccc1C(F)(F)F)c1cccc(Cl)c1
47	CSc1nc(-c2ccco2)nn1C(=O)Cc1ccccc1
48	Cc1ccc(S(=O)(=O)N(CC(=O)N2CCC(C(N)=O)CC2)c2cccc(C(F)(F)F)c2)cc1

compound no.	41	42	43	44	45	46	47	48
PGE2 EP2 inh	14.5	7.9	4.1	10.5	5.4	10.3	15.7	14.7
Hck-Nef inh	1.5	24.0	0.9	4.4	0.7	-1.5	-0.7	-0.2
TNF necrop inh	-6.9	1.9	-0.5	-2.6	-8.6	-0.6	-1.4	0.0
L929 necroptosis	0.0	1.1	-0.2	0.3	0.3	-0.4	-0.1	0.3
PERK inh	-0.5	0.8	0.4	1.1	-1.2	-0.6	-0.1	-0.2
RBBP9 inhibitor	-6.3	1.6	-3.6	-7.4	-5.2	-10.3	-6.6	-10.4
EP2 mod	-17.6	-18.0	12.3	36.1	-53.5	-23.0	21.5	-20.9
Runt-SMMHC FRET	-0.5	-0.6	0.1	-0.3	-2.6	-3.3	-0.9	0.7
Runt-CBFb FRET	-6.2	1.6	-0.2	-3.0	2.1	-0.4	-0.7	-1.2

Some of the compounds tested, so the mix of outcomes need not match the whole.
